Source: PubChem
ELG1 genotox – inducers of genotoxicity in HEK293T ELG1-luciferase cells. HEK293T ELG1-luciferase reporter, luminescence, 16 h. Potency, µM (highest dose often 46 µM), without a hit: at the highest dose activity change, positive = activation, hits mostly activators. 330,000 compounds, 1.3% hits. AID 504466; also: % of control where 0% means no effect; nearly all actives have a fitted effect of over 60% in size
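Genotoxicity was scored as increased ELG1-luciferase reporter signal, measured by ONE-Glo luminescence (30 min, room temperature). Compound or vehicle exposure of the HEK293T reporter cells lasted 16 hr at 37°C.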
BRCA1 expr up – activators of BRCA1 expression; 380,000 compounds, 1.1% hits; Potency, µM (top dose mostly 46.1 µM), for inactives: at the highest dose activation, usual class: activators; MCF7-BRCA1-FFLuc reporter, luminescence, 48 h; response scale: scaled: vehicle 0%, 10 µM genistein 100%; also: nearly all actives have a fitted effect of over 80% in size; some results filed as inactive show a strong effect at the top dose
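Cells: MCF7-BRCA1-FFLuc, 2000/well. Exposure: 48 h, 37 °C, 5% CO2. Read: luminescence, 15 min post-substrate. Controls: genistein 10 microM (maximal activation), DMSO (neutral).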
uPA surface inh – cell surface uPA generation inhibition | 330,000 compounds, 0.31% hits | cell surface uPA generation assay, qHTS | Potency, µM (highest dose often 38.3 µM), for inactives: top-dose activity change, negative = inhibition, usual class: inhibitors; active = well fitted inhibition curve with a large enough effect; inconclusive = small, poorly fitted or top-dose-only effect; inactive = no such curve, though single readings can be large or run the other way; tested in mouse RAW 264.7 cells; also: % is scaled to controls: 0 for no effect and ±100 for the full control effect; nearly all actives have a fitted effect of over 55% in size
Rab9 prom act – Rab9 promoter activation. AID 485297. Potency, µM (doses to about 9.22 µM), without a hit: at the highest dose activation, negative = inhibition, hits mostly activators. Huh7 Rab9 promoter-luciferase reporter, luminescence, 24 h. 320,000 compounds, 2.8% hits; also: % of control where 0% means no effect; nearly all actives have a fitted effect of over 60% in size
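Stable Rab9-luc Huh7, 1500 cells/well, 2 h settle; cmpd in DMSO, 24 h, 37 °C/5% CO2; luciferase reagent 10 min RT; luminescence.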
Gal4-VP16 FLuc – Gal4-VP16 reporter inhibition counter-screen | Drosophila S2 Gal4-VP16 UAS-luciferase, luminescence, 20 h | Potency, µM (titrated, usually from 53.6 µM), without a hit: top-dose activity, negative = inhibition, actives largely listed as inhibitors | 310,000 compounds, 3.5% hits | AID 2546;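 also: Gal4-VP16 expression switched on by copper sulfate through the metallothionein promoter; % is scaled to controls: 0 for no effect and ±100 for the full control effect; nearly all actives have a fitted effect of over 50% in size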
MLL CXXC-DNA inh – blocks binding of human MLL CXXC domain to DNA; Q03164; MLL-CXXC / FITC-HOXA9 DNA fluorescence polarization; Potency, µM (highest dose often 115 µM), for inactives: at the highest dose activity change, negative = inhibition, actives largely listed as inhibitors; 290,000 compounds, 0.037% hits; active = well fitted inhibition curve with a large enough effect in the polarisation, with a control signal flat, not every such curve was filed as active; inconclusive = small, poorly fitted or top-dose-only effect, or effect the other way, or a change in a side signal; inactive = no such curve, though single readings can be large or run the other way; the % refers to the polarisation
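Steps: dispense CXXC domain solution (7 uM) → pin compounds or unlabeled HOX-A9 DNA control → 5 min ambient → add FLSN-HOX-A9 solution (50 nM) → spin → 30 min ambient → fluorescence polarization. Tris pH 7.5/NaCl/DTT/BSA buffer.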
p53 reactivator – restores transcriptional activity of mutant p53 | H1299 p53-A138V BP100-luciferase reporter, luminescence, 24 h | Potency, µM (series often up to 92.2 µM), for inactives: at the highest dose activity change, positive = activation, most hits filed as activators | 320,000 compounds, 0.063% hits | AID 504706; also: % of control where 0% means no effect; nearly all actives have a fitted effect of over 45% in size
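H1299 (p53-null), stable ts p53-A138V + BP100-Luc; 1000 cells/well, Opti-MEM/10% FBS; cpd 4 pt, 1:5; 24 h, 37 deg C, 5% CO2; detection reagent 10 min RT; luminescence.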
MBNL1-CUG inh – blocks human MBNL1 binding to CUG repeat RNA; Q9NR56; TR-FRET MBNL1-His/biotin-(CUG)12 binding, 665/545 ratio; Potency, µM (doses to about 57.5 µM), for inactives: top-dose activity change, negative = inhibition, most hits filed as inhibitors; 280,000 compounds, 0.036% hits; AID 2675; active = well fitted inhibition curve with a large enough effect in the signal ratio, with a control signal flat, not every such curve was filed as active; inconclusive = small, poorly fitted or top-dose-only effect, or effect the other way, or a change in a side signal; inactive = no such curve, though single readings can be large or run the other way; the % refers to the signal ratio; also: % is scaled to controls: 0 for no effect and ±100 for the full control effect
Target sequence (Q9NR56 whole entry, looked up): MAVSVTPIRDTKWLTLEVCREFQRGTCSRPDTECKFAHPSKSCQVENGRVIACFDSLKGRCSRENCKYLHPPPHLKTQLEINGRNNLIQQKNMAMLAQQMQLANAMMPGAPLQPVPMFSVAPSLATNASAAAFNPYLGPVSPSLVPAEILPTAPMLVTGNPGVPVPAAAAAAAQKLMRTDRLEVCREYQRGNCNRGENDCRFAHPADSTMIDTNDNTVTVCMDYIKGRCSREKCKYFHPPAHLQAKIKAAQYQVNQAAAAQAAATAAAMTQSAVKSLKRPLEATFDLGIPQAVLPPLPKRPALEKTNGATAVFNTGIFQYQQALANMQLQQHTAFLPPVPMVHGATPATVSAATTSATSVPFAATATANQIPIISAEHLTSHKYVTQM
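Compounds (final 92 nM to 58 uM) are added to His-tagged MBNL1 and biotin-(CUG)12, then terbium anti-His antibody and streptavidin-XL665 (5 nM final). After 60 min at room temperature, the 665/545 nm ratio is read.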
FLuc modulator – inhibits or activates purified firefly luciferase, miR-21 counter-screen | purified FLuc, Km substrates, luminescence inhibition | Potency, µM (series often up to 57.5 µM), inactives show at the top dose activity change, negative = inhibition, actives largely listed as inhibitors | 360,000 compounds, 6.9% hits;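 also: plate controls were vehicle for no effect and reference inhibitor for full effect; nearly all actives have a fitted effect of over 55% in size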
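Purified P. pyralis luciferase, 10 nM final, with Km-level 10 uM D-luciferin and 10 uM ATP in 50 mM Tris acetate pH 7.5, 10 mM Mg acetate, 0.01% Tween-20, 0.05% BSA; 6-point qHTS titration about 60 µM downward; luminescence read.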
NPC1 promoter act – activates the NPC1 promoter. Huh7 NPC1 promoter luciferase reporter, 24 h. Potency, µM (top dose mostly 9.22 µM), for inactives: at the highest dose activation, actives largely listed as activators. 320,000 compounds, 2.4% hits. AID 485313;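 also: % of control where 0% means no effect; nearly all actives have a fitted effect of over 60% in size; reporter is driven by a mutant NPC1 promoter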
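Quantitative HTS used a cell-based reporter: Huh7 cells stably bearing the NPC1 promoter upstream of luciferase were treated with compounds for 24 h, and promoter activation was read as luminescence.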
RORgamma inh – inhibitors of mouse ROR gamma transcriptional activity; P51450; Drosophila S2 Gal4-RORgamma UAS-luciferase reporter, 20 h; Potency, µM (series often up to 53.6 µM), for inactives: at the highest dose activity change, negative = inhibition, usual class: inhibitors; 310,000 compounds, 5.4% hits; also: % is scaled to controls: 0 for no effect and ±100 for the full control effect; nearly all actives have a fitted effect of over 60% in size
Target sequence (P51450 whole entry, looked up, the tested form may be a part): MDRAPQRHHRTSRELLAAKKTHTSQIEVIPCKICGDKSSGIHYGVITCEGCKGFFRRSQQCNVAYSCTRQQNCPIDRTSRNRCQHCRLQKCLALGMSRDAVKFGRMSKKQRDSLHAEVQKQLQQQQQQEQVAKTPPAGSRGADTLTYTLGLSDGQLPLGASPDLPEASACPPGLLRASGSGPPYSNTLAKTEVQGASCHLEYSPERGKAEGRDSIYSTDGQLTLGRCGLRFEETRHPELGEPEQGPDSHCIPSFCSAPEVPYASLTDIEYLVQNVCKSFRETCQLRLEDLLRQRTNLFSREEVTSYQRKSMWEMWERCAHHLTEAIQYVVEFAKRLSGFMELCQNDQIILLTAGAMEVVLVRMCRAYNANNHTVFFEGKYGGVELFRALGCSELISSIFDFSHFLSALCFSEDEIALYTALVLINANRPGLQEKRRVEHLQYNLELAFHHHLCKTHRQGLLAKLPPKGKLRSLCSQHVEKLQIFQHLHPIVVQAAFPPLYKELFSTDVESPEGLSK
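Stably transfected Drosophila Schneider cells are the test system, with ROR gamma fused to Gal4 and luciferase under UAS control; luminescence is read after 20 hr of 700 uM copper sulfate induction at ambient temperature.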
* marks the source's active call; other numbers are inactive results; ? = inconclusive; · = no result given; [ ] = dose if it differs, or a comment. Unless noted, calls follow the shape of the dose curve; as a rule, active = well fitted curve in the direction sought with a large enough effect; inconclusive = small, poorly fitted or top-dose-only effect, or another doubt; inactive = no such curve, though single readings can be large; an effect the other way counts as inactive or inconclusive. Potency is read from the fitted curve at half-maximal effect.

SMILES	ELG1 genotox	BRCA1 expr up	uPA surface inh	Rab9 prom act	Gal4-VP16 FLuc	MLL CXXC-DNA inh	p53 reactivator	MBNL1-CUG inh	FLuc modulator	NPC1 promoter act	RORgamma inh
COc1ccc(CCNc2cc(N3CCN(C(=O)c4ccc(C)cc4)CC3)ccc2[N+](=O)[O-])cc1OC	-11%	·	·	-34%[inhibitor]	-28%	5%	0%	·	4%	-33%[inhibitor]	?
OCc1c(OCc2cccc(F)c2)ccc2ccccc12	15%	38%	12%	9%	?	1%	18%	21%	?	15%	23%
C/C(N)=C(/C#N)C(=O)CSc1nncn1-c1ccccc1	0%	0%	-1%	-2%	0%	9%	4%	2%	-2%	2%	-14%
COc1cccc(/C=N/NC(=O)c2ccc(=O)[nH]n2)c1O	10%	-43%	?	-7%	3%	-11%	10%	·	3.4µM*	0%	?
O=C(CCCC(=O)OCC(Cl)=C(Cl)Cl)Nc1cccc2ccccc12	1%	18%	1%	-2%	-1%	4%	0%	1%	2%	2%	-18%
COc1cccc2sc(NNC(=O)C3COc4ccccc4O3)nc12 (configuration not stated)	-7%	-17%	3%	4%	10%	7%	-2%	-1%	-19%	0%	3.5µM*
CCCCCCC(C)OC(=O)c1ccccc1C(=O)O (configuration not stated)	3%	4%	4%	-6%	-2%	12%	0%	0%	2%	4%	13%
CC(C)N(Cc1cc2ccccc2[nH]c1=O)C(=O)C1CCCCC1	-2%	-4%	3%	-2%	-2%	7%	-7%	-3%	2%	1%	8%
CCCN1CCC(NC(=S)Nc2ccc(C(=O)OCC)cc2)CC1	-3%	-19%	-3%	1%	-3%	4%	28%	3%	-4%	7%	11%
Cc1ccccc1C(=O)Nc1ccc2c(c1)nc(CCNC(=O)c1ccco1)n2C	-3%	44%	0%	9%	-2%	5%	8%	0%	?	10%	1%
COc1cc(OC)cc(C(=O)NCCCN2CCN(CCCNC(=O)c3cc(OC)cc(OC)c3)CC2)c1	4%	0%	-12%	-5%	2%	-3%	-9%	-8%	-2%	-1%	-4%
Cn1c(SCc2ccccc2Br)nc2ccccc2c1=O	3%	0%	13%	-3%	-8%	-4%	5%	2%	-17%	-1%	5%
COc1cccc(-c2nn(C)c3sc(C(=O)N4CCN(c5ccccc5)CC4)cc23)c1	-12%	-33%	-5%	-5%	-11%	10%	3%	0%	2%	1%	5%
O=C(NCc1ccc2c(c1)OCO2)c1cc(-c2ccccc2)c(N2CCOCC2)s1	-8%	-8%	-4%	-6%	-9%	14%	-3%	6%	0%	-1%	-3%
COc1ccc(-c2nsc(SCC(=O)NCc3ccc4c(c3)OCO4)n2)cc1	2%	55%	0%	2%	26%	-3%	16%	-5%	-14%	14%	-9%
COc1ccc(C(=O)Nc2ccc(-c3n[nH]c(=S)o3)cc2)cc1	?	74%	?	?	-18%	-7%	12%	3%	3µM*	29%	?
COc1ccc(C(CNC(=O)c2ccc(S(=O)(=O)Nc3ccc(F)cc3)cc2)N(C)C)cc1 (configuration not stated)	-2%	-25%	0%	-8%	23%	-10%	3%	-3%	0%	0%	20%
Cc1ccc(C)c(S(=O)(=O)N/N=C/c2cccnc2)c1	0%	-23%	-13%	-3%	-11%	?	2%	5%	-4%	0%	-13%
COc1ccc(-c2nn(-c3ccccc3)cc2C(=O)NCC(c2cccs2)N2CCOCC2)cc1 (configuration not stated)	-19%	-31%	-5%	2%	·	·	-1%	·	5%	0%	·
O=[N+]([O-])c1cccnc1Oc1cccnc1	-1%	22%	-3%	-3%	0%	-3%	11%	?	1%	7%	-8%
CCOC(=O)Cn1c2ccccc2c2nc3ccccc3nc21	-2%	-26%	-1%	2%	-13%	21%	14%	-2%	-16%	8%	-6%
Cc1ccc(C2=NN(CCC#N)C(=O)CO2)cc1	0%	4%	4%	1%[1.84 µM]	15%	?	-1%	-1%	0%	5%	3%
CSc1ccccc1NC(=O)CSCc1ccc(C)cc1	-2%	-46%	0%	3%	1%	-4%	-5%	-6%	-11%	-18%	-7%
O=C(O)c1ccccc1N(Cc1ccccc1)C(=O)COc1ccccc1	-2%	0%	7%	-2%	5%	3%	-2%	-8%	1%	-3%	4%

Next part (2 carried over from the part before).
SMILES	ELG1 genotox	BRCA1 expr up	uPA surface inh	Rab9 prom act	Gal4-VP16 FLuc	MLL CXXC-DNA inh	p53 reactivator	MBNL1-CUG inh	FLuc modulator	NPC1 promoter act	RORgamma inh
CSc1ccccc1NC(=O)CSCc1ccc(C)cc1	-2%	-46%	0%	3%	1%	-4%	-5%	-6%	-11%	-18%	-7%
O=C(O)c1ccccc1N(Cc1ccccc1)C(=O)COc1ccccc1	-2%	0%	7%	-2%	5%	3%	-2%	-8%	1%	-3%	4%
COc1ccccc1NC(=S)NCc1ccc(S(N)(=O)=O)cc1	-1%	-3%	-2%	6%	-16%	-4%	-5%	-15%	-2%	-1%	-22%
O=C(CCNC(=O)c1ccc(Cl)cc1)Nc1ccc(Cl)cc1F	0%	17%	-4%	-8%	-15%	7%	5%	-16%	-2%	0%	22%
Cc1ccc(C)c(-n2nnnc2Sc2nnnn2-c2ccccc2)c1	-27%	-46%	-15%	-7%	?	8%	-27%	-3%	1%	-6%	?
COc1ccc(CCNC(=O)c2ccc(-c3ccc([N+](=O)[O-])cc3)o2)cc1OC	-18%	-31%	-9%	-10%	-3%	3%	5%	?	-1%	-2%	?
CCOC(=O)CCC(=O)O[C@H]1[C@H](O[C@@H]2[C@@H](C)[C@H](O[C@H]3C[C@@](C)(OC)[C@@H](O)[C@H](C)O3)[C@@H](C)C(=O)O[C@H](CC)[C@@](C)(O)[C@H](O)[C@@H](C)C(=O)[C@H](C)C[C@@]2(C)O)O[C@H](C)C[C@@H]1N(C)C	-2%	12%	21%	-1%	-12%	0%	3%	9%	7%	0%	-2%
Cc1cc(C)cc(NC(=O)CSc2nnc(-c3ccncc3)o2)c1	-2%	-7%	0%	-1%	·	·	0%	·	1%	0%	·
COc1ccccc1N1CCN(C(=O)c2ccc(-c3ccccc3)cc2)CC1	1%	?	4%	-3%	3%	-9%	?	-14%	24µM*	-2%	-9%
Cc1ccc(-c2nc3c(c(=O)[nH]c(=O)n3Cc3ccccc3)n2C)o1	17%	-11%	1%	-4%	-10%	3%	-5%	·	?	-4%	?
COc1ccc(/C=C(\NC(=O)c2ccc(OC)cc2)C(=O)Nc2ccccc2C(=O)O)cc1	0%	17%	5%	-7%	0%	3%	0%	12%	-1%	-2%	0%
Cc1ccc(C(=O)OCC(=O)Nc2ccccc2N2CCOCC2)cc1	-3%	2%	7%	-7%	5%	-4%	10%	2%	-2%	-3%	34%
CC(C)C12CN3CC(C(C)C)(CN(C1)C31C(=O)Nc3ccccc31)C2=O (configuration not stated)	-4%	3%	5%	-5%	-5%	8%	2%	-3%	7%	0%	-9%
CC(C)OCCCn1c(SC(C)C(=O)NCC2CCCO2)nc2cc(Cl)ccc2c1=O (configuration not stated)	-2%	-3%	?	-1%	·	·	2%	·	2%	-10%	·
CCCCCOc1ccc(CSC2=NCCN2)cc1[N+](=O)[O-]	1%	39%	10µM*	20%	-7%	7%	?	-3%	-17%	28%	1%
Nc1cccn2c(-c3ccc(Cl)c(Cl)c3)cnc12	?	?	3%	3.2µM*	4%	7%	?	19%	3µM*	?	35%
CCOC(=O)N1CCN(C(=O)c2nn(C)c3c2CSc2ccccc2-3)CC1	5%	25%	10%	6%	4%	·	·	-13%	-1%	-2%	-18%
C=CCN(c1ccccc1C(=O)O)S(=O)(=O)c1ccc(NC(=O)OC)cc1	0%	1%	1%	2%	-3%	-1%	-1%	-4%	-3%	-3%	7%
CC1CCc2nn(CC(=O)NC3CCCC(C)C3C)cc2C1 (configuration not stated)	13%	-1%	-8%	-4%	4%	5%	7%	6%	-1%	0%	1%
C/C(=N\Nc1ncc(Cl)cc1Cl)c1ccc2c(c1)OCO2	15%	5.6µM*	3%	?	?	2%	3%	-2%	?	21%	7.1µM*
CC(=O)c1cc2c(cc1NC(=O)CCC1CCCC1)OCO2	3%	·	·	-8%	-4%	-2%	6%	?	-19%	1%	-9%
O=C(Nc1cccc2[nH]ncc12)c1ccc(F)cc1	-4%	98%	1%	?	17%	-4%	13%	10%	?	?	-3%
CCc1cc2cc3c(cc2nc1SCC(=O)Nc1cc(OC)c(OC)cc1C(=O)O)OCO3	-6%	·	·	3%	4%	-12%	1%	-2%	?	1%	-15%

Only part of the results is shown; count on the stated rates, not on these rows.
